HIF-2a inh: inhibitors of HIF-2a; inhibition, % at 18.8 µM; 360,000 compounds, 0.72% hits; 786-0 RCC cells HIF-2a reporter, luciferase luminescence, overnight;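 active = inhibition of the luminescence signal of 40% or more relative to plate controls, in a single-dose primary screen at 18.75 µM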
Shn3 3UTR inh: inhibitors of Schnurri-3 3'UTR reporter in osteoblasts | Clone20 osteoblast Shn3 3'UTR firefly luciferase, 24 h | inhibition, % at 12.5 µM | 360,000 compounds, 0.52% hits;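 active = mean inhibition of at least 75% with every replicate also reaching 75%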;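 note: 0% = median of neutral control wells and 100% = pilot-screen positive control compound; some compounds past the cut are filed as inactive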
MITF TRPM1 inh: inhibitors of MITF-driven TRPM1 promoter in melanoma cells. SK-MEL-5 TRPM1 promoter luciferase, 24 h. inhibition, % at 12.5 µM. 330,000 compounds, 0.83% hits. AID 488899;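 active = mean inhibition across replicates of 60% or more, whatever share of single replicates reaches that level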; note: values of inactives mirror those of a sister screen read the other way
CaV13 ICDI inh: Disruptors of the CACNA1D IQ motif to Ca2+-dependent inactivation inhibitor domain association, primary screening, Förster resonance energy transfer in intact living …. HEK cells, CFP/YFP FRET ICDI-IQ, plate reader, 10 min; percent FRET-ratio fall versus neutral wells. inhibition, % at 12.3 µM. 340,000 compounds, 0.098% hits. AID 743397;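 active = mean replicate inhibition of at least 30% and at least 1% of replicates passing that level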;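 note: 0% = median of the neutral control wells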
NR2E3 ag-1: activates human photoreceptor nuclear receptor NR2E3; 320,000 compounds, 0.12% hits; inhibition of corepressor binding, % at 4.78 µM; Q9Y5X4; AID 2300; GST-NR2E3/biotin-RetCOR TR-FRET, 1536-well;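 active = percent inhibition above the cutoff of mean plus 3 SD of all tested compounds, set per screening campaign, cut at about 20% in these data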;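 note: 0% = DMSO wells and 100% = biotin wells as full block of FRET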
Target sequence (Q9Y5X4 whole entry, looked up): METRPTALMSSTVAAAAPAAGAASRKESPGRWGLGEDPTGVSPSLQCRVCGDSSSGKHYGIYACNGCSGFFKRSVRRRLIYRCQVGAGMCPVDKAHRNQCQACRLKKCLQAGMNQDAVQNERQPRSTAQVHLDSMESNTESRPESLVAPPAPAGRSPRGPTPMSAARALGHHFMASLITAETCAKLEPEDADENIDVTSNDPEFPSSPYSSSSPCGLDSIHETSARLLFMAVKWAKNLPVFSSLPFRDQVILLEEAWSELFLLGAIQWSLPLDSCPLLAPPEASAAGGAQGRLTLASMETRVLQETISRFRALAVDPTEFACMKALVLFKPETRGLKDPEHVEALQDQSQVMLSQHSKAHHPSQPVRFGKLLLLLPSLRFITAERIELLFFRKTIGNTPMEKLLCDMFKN
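Assay system: NR2E3–RetCOR corepressor complex. Quantity: 1.35 nM GST-NR2E3. Buffer or medium: pH 7.5 Tris-based buffer. Reagent: biotinylated RetCOR corepressor at 7 nM final. Schedule: 5 h at 4 °C. Detection: TR-FRET, emission read at 617 and 671 nm. Replicates: one well per compound, singlicate testing.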
PDI turbidity: PDI (human) enzyme inhibition; P07237; PDI insulin aggregation turbidity, A650, 90 min; inhibition, % at 10 µM; 350,000 compounds, 0.052% hits;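 active = mean inhibition across replicates of 30% or more, whatever share of single replicates reach that level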;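 note: absorbance from insulin aggregation driven by PDI reduction with DTT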
Target sequence (P07237 whole entry, looked up): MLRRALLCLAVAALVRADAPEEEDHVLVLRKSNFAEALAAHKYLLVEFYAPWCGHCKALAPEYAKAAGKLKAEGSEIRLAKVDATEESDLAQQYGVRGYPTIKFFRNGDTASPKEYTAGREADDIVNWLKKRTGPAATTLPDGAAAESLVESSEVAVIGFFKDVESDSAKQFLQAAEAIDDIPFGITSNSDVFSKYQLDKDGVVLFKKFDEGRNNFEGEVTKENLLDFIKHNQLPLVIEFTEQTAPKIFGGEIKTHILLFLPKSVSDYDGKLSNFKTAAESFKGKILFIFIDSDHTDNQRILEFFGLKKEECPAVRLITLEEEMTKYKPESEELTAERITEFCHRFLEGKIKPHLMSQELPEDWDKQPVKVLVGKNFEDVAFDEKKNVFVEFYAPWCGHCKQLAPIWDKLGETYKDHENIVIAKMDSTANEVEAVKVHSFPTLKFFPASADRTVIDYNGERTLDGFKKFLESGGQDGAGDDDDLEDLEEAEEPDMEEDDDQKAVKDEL
NR2E3 ag-2: activates human NR2E3 receptor | CHO-S Gal4-NCOR/VP16-NR2E3 two-hybrid, luciferase | inhibition of corepressor binding, % at 3.98 µM | 360,000 compounds, 0.35% hits | AID 602229;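 active = inhibition above the mean of all tested compounds plus 3 SD, cut at about 70% in these data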;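 note: 0% = DMSO with NR2E3 transfected cells and 100% = cells lacking NR2E3 construct; higher means lower luciferase signal from less NR2E3 corepressor binding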
CF NFkB inh: inhibitors of cystic fibrosis induced NF-kB; AID 588850; KKLEB NF-kB-GFP reporter, PAF-induced, GFP fluorescence overnight; 360,000 compounds, 0.86% hits; inhibition, % at 5 µM;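 active = at least 50% inhibition at 5 µM, scaled per plate between neutral and stimulator controls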;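 note: PAF is a Pseudomonas aeruginosa culture filtrate used as stimulus; plate controls were PAF-stimulated DMSO wells for no effect and unstimulated DMSO wells for full effect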
Vif imaging: HIV Vif inhibition | HEK293T cells, Vif self-association by quenched fluorescence, imaging, 24 h | inhibition, % at 7.49 µM | 340,000 compounds, 0.35% hits | AID 602346; in the data active = inhibition above about 50%, passing the limit was not always enough; note: some results filed as inactive read as strong as hits
Peg3 prom inh: reduces Peg3 promoter-driven luciferase expression in HeLa | HeLa PEG-Prom luciferase reporter, luminescence, overnight | 360,000 compounds, 1.7% hits | inhibition, % at 20 µM;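 active = inhibition of at least 50% at 20 µM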
KKLEB cytotox: counter-screen for CF NF-kB inhibitors: cytotoxicity; KKLEB CF airway cells viability, ATPlite luminescence, overnight; active compounds read low; cells stimulated with P. aeruginosa culture filtrate; 360,000 compounds, 0.36% hits; activity change (cytotoxicity), % at 5 µM;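 active = corrected activity change at or below -50% at 5 µM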
Active calls of the source: *; · = no result given.

Compound	Peg3 prom inh	PDI turbidity	CF NFkB inh	MITF TRPM1 inh	CaV13 ICDI inh	Vif imaging	Shn3 3UTR inh	HIF-2a inh	NR2E3 ag-2	KKLEB cytotox	NR2E3 ag-1
Cc1cc(C)c(S(=O)(=O)N2CCCC2=O)c(C)c1	7	-2	5	1	-4	7	-2	11	-2	-9	-1
Cc1ccc(C(C)(C)C)cc1S(=O)(=O)N1CCC(C(=O)N2CCN(c3ccc(O)cc3)CC2)CC1	24	-7	17	22	-16	-7	41	13	5	1	5
CN(C)c1ccc(C(=S)N2CCCCCC2)cc1	-12	-14	-3	-10	-4	1	-8	-30	19	4	-1
Cc1cc(O)c(C(C)C)cc1NC(=O)Cn1nc(C)c2ccccc2c1=O	15	-11	6	0	-3	2	-14	5	16	-6	0
CC(C)=C1SC(N2CCN(c3ccc(Cl)cc3)CC2)=NC1=O	11	-3	23	-4	-7	-2	16	6	4	-14	2
N#Cc1cccc(S(=O)(=O)NCC(=O)OCC(=O)c2ccc[nH]2)c1	17	-2	12	8	-3	7	3	6	20	-5	0
Cc1cc(C)n(CCNCc2c(C(=O)N3C[C@@H](C)O[C@@H](C)C3)nc3ccc(Cl)cn23)n1	-51	2	-5	-4	-4	-2	4	13	-10	3	3
O=C(NCc1cccc(Cl)c1)C1CCC(=O)N(CCCN2CCOCC2)C1 (configuration not stated)	4	-3	-7	10	-4	1	1	2	19	13	·
Cc1ccc(S(=O)(=O)N2CCC(C(=O)OC(C)C(=O)N3CCOCC3)CC2)cc1 (configuration not stated)	9	1	20	-4	-6	-14	-11	4	-13	0	1
CCOc1ccccc1NC(=O)NC1CCCc2ccccc21 (configuration not stated)	15	13	-9	2	-2	-23	19	19	-35	-1	2
CCN1C(=O)N[C@@H](c2cccc(C(F)(F)F)c2)C(C(C)=O)=C1C	15	4	-8	9	-7	12	-25	4	6	-1	0
S=C(NCCN1CCCCC1)Nc1ccccc1	-13	2	-9	13	-18	8	-9	-6	13	3	3
Cc1occc1-c1nnc(SCC(=O)NC(C)(C)C)n1C(C)c1ccccc1 (configuration not stated)	16	13	3	0	-5	-7	-2	7	-15	2	2
CN(C1CCCCC1)S(=O)(=O)c1cc2c3c(c1)CCN3C(=O)CC2	-6	-3	4	3	-2	1	-3	8	26	6	-4
C/C(=C/c1ccccc1)C(=O)N1CCN(c2ccccc2F)CC1	10	-5	12	7	-5	-5	6	-81	-26	-3	4
CCOC(=O)N1CCN(CC(O)COCc2ccc(Cl)cc2)CC1 (configuration not stated)	10	2	-31	7	-1	-2	10	23	-3	14	·
CCc1cccc(NC(=O)Cn2c3[n+](c4ccc(C(F)(F)F)cc42)CCCCC3)c1	13	13	5	7	-3	2	-1	12	-2	1	0
Cc1[nH]c2ccc(C(=O)NCCN3CCOCC3)cc2c1C	-4	-1	7	11	-3	2	5	-7	-48	-3	3
COc1ccc(CC(NC(C)=O)C(=O)NC2CCN(C(=O)c3ccncc3)CC2)cc1OC (configuration not stated)	13	2	6	4	-3	-10	-26	26	-33	-5	3
COc1ccc(C(=O)c2c(-c3ccc(OC)cc3)oc3ccccc23)cc1	-14	2	1	-3	-10	-2	10	-31	8	6	4
O=C(NCc1ccccn1)Nc1ccc(F)cc1F	-52	-9	-3	-20	-16	2	8	-38	1	0	2
S=C(Nc1ccc2nccnc2c1)N1CCCC1	-66	-3	7	-10	-7	-3	-16	-73	-6	-11	3
O=C(CSc1nnc(-c2c[nH]c3ccccc23)o1)NCC1CCCO1 (configuration not stated)	9	22	5	5	-5	5	-10	-13	3	14	6
O=Cc1ccc(Cl)c(Cl)c1	-10	·	0	3	·	-4	2	1	-19	2	3
COc1ccc(NC(=O)c2ccccc2F)cc1Cl	-284	17	4	-57	·	-3	-78	-210	-79	-22	-4
CCOC(=O)C1CCN(CC(O)COc2ccc(S(=O)(=O)N3CCCC3)cc2[N+](=O)[O-])CC1 (configuration not stated)	-25	3	3	11	·	11	-2	-5	3	-3	·
Cc1nnsc1C(=O)N1CCCC1(C)C(=O)O (configuration not stated)	4	-5	14	·	-4	3	1	-1	-27	-19	·
COc1ccc(S(=O)(=O)CCC(=O)NCCc2ccc(S(N)(=O)=O)cc2)cc1	5	-4	2	-1	-3	7	-10	5	23	3	5
Cc1ccccc1-c1cnc(C(O)c2c(C)ccc3ccccc23)[nH]1 (configuration not stated)	17	5	20	·	-6	1	7	4	-4	-7	·
COc1ccc(Cl)cc1Nc1nc(-c2cccnc2)cs1	-10	-6	-7	1	-4	-2	1	-45	1	-3	0
COc1cccc(CN2C(=O)C(C)N(C(=O)c3c(F)cccc3F)c3ccccc32)c1 (configuration not stated)	36	1	6	7	-4	-14	79	18	24	5	1
COc1cccc(CCC(=O)Nc2cccc(S(=O)(=O)N3CCCC3)c2)c1OC	9	3	2	14	-6	-15	9	-2	-4	10	5
O=C(CCn1nnnc1CN1CCOCC1)N1CCC(c2ccccc2Cl)C1 (configuration not stated)	4	-3	-28	-2	-3	-17	-5	2	10	9	4
CNC(=S)N/N=C/c1c(C)nn(-c2cccc(Cl)c2)c1Cl	-41	0	-9	-4	2	22	-21	7	18	1	3
C[C@@H]1CN([C@@H](C)CO)C(=O)CCCn2nncc2CO[C@H]1CN(C)Cc1ccccc1C(F)(F)F	1	11	9	·	-6	-20	-2	12	22	-4	·
CSc1ncccc1C(=O)OCC(=O)c1cc(C)n(CC2CCCO2)c1C (configuration not stated)	-101	-1	10	-29	-2	·	-26	-162	-44	-4	1
CCCC(C(=O)O)N1C(=O)/C(=C2\C(=O)N(C)c3ccccc32)SC1=S (configuration not stated)	3	4	-23	8	-5	2	-4	19	-13	2	-2
O=C(N/N=C\c1cccc(F)c1)c1ccc(-c2ccccc2)cc1	-56	-3	11	-29	-7	-6	-3	-77	-25	5	·
Cn1c2c(c(=O)n(C)c1=O)C(c1cc3c(cc1Br)OCO3)CC(=O)N2 (configuration not stated)	-5	-2	13	-6	-5	14	-4	6	-11	-1	-2
Cc1ccc(-n2c(CNc3ccc(F)cc3)nnc2SCC(=O)O)cc1	-1	5	-5	-6	-5	19	-12	1	-3	-3	6
O=C(COc1ccc(Cl)cc1)NCc1nnc(SCC(=O)Nc2ccc3c(c2)OCCO3)o1	-2	-39	-5	6	-4	25	2	11	8	7	0
Cc1cccc(C)c1Nc1nnc(SCC(=O)NCc2ccco2)s1	9	2	-9	-1	0	8	21	23	-32	3	1
CN(CC(=O)NC1(C)CCS(=O)(=O)C1)S(=O)(=O)c1ccc(Cl)cc1 (configuration not stated)	6	6	20	11	-5	·	1	10	-28	-44	0
CC(C)=C(NC(=O)c1ccccc1)C(=O)Nc1cccc(C(=O)O)c1	-11	1	5	·	-3	2	-15	5	43	-7	2
O=C(O)c1ccc2c(c1)C(=O)N(CCC1=CCCCC1)C2=O	10	-6	7	-3	·	9	0	4	3	0	2
Cc1cccc2cc(CN(CCN3CCOCC3)C(=O)NCc3ccccc3)c(=O)[nH]c12	13	2	-21	8	·	-30	15	8	-14	3	9
Cc1ccccc1NC(=O)Nc1cc(-c2ccccc2)nn1C	-63	-2	0	-7	-5	-6	-14	-56	-22	3	-2
CCN(CC)CCCN(C(=O)c1ccccc1C)c1nc(-c2ccc(OC)cc2)cs1	-5	3	23	-11	-4	1	51	6	-4	-5	3
CCN(CCO)c1ccc(N=Nc2cc(C)[nH]n2)cc1	72*	-1	1	76*	-5	-11	15	55*	-60	-14	-12
Cc1ccc(SCC(=O)Nc2ccc(N3CCN(c4ccccc4)CC3)c(F)c2)cc1	7	3	8	0	-4	-6	20	5	13	-3	2
O=C(O)/C=C/C(=O)Nc1ccc(OCc2ccccc2)cc1	-9	-7	-4	-2	-6	1	-15	-8	-11	-3	-3
Cc1ccc(NS(=O)(=O)c2cc(C(=O)NCCSc3ccc(C)cc3)ccc2C)cc1	37	-1	6	9	-5	-9	-6	-2	9	-11	3
NC(=O)C1(N2CCCC2)CCN(Cc2ccccc2)CC1	-1	2	5	-4	-6	17	7	7	0	3	·
O=C(Nc1nc(=O)c2ccccc2s1)c1ccccc1	-261	3	-26	-18	-5	0	-90	-165	-31	4	5
CC(=O)N1CN(C2CCS(=O)(=O)C2)Cc2c1sc1c2CCCC1 (configuration not stated)	-1	-6	-6	4	·	0	-9	17	-14	-6	3
N#Cc1nc(/C=C/c2ccccc2)oc1NCCCN1CCOCC1	-108	4	16	-62	-5	2	-25	-147	-18	-11	-2
CCC(=O)c1ccc(OCC(=O)OCC(=O)N2c3ccccc3CC2C)cc1 (configuration not stated)	-9	-16	-5	-3	-2	-9	2	4	14	-3	-2
CC[C@@]1(C(=O)OC)N[C@H](CN(C)C(=O)Nc2ccc(F)cc2)[C@@H]2C(=O)N(C)C(=O)[C@@H]21	-3	-8	-9	-6	-4	0	-14	-4	-45	8	·
CC(C)CC(=O)Nc1nc(=S)ss1	4	-1	1	13	-1	·	-4	-19	-4	5	0
CC(=O)NCCNC(=O)C1(C)Cc2c(-c3ccccc3)ccnc2O1 (configuration not stated)	19	1	-8	·	-10	·	-4	11	-26	-1	·

Continued; it opens with the two that closed the last part.
Compound	Peg3 prom inh	PDI turbidity	CF NFkB inh	MITF TRPM1 inh	CaV13 ICDI inh	Vif imaging	Shn3 3UTR inh	HIF-2a inh	NR2E3 ag-2	KKLEB cytotox	NR2E3 ag-1
CC(C)CC(=O)Nc1nc(=S)ss1	4	-1	1	13	-1	·	-4	-19	-4	5	0
CC(=O)NCCNC(=O)C1(C)Cc2c(-c3ccccc3)ccnc2O1 (configuration not stated)	19	1	-8	·	-10	·	-4	11	-26	-1	·
Cc1oc(C(C)(C)C)cc1C(=O)N1CCCC1C(=O)O (configuration not stated)	11	-4	9	6	-5	9	-1	8	16	-15	1
O=S1(=O)C[C@@H](O)[C@@H](Nc2ccccc2)C1	8	-3	5	·	-4	7	·	12	-6	-24	-1
CC1(C)Cc2ccccc2C(=NC(Cc2ccccc2)C(=O)O)N1 (configuration not stated)	6	11	-16	-7	-5	6	-10	15	-17	-3	-2
CC(OC(=O)c1ccccc1NS(=O)(=O)c1cccc(N)c1)C(=O)N(C)Cc1ccccc1 (configuration not stated)	26	9	-1	4	-5	-12	23	24	19	5	0
CC(C)N(C(=O)Cn1cc(SCC(=O)NCc2ccco2)c2ccccc21)C(C)C	14	-2	4	-1	-2	1	25	14	3	-7	-4
